Screening results as filed in PubChem BioAssay.
hgDAF12 agonist = H. glycines DAF-12 receptor agonists, primary screen, cell-based, luminescence, HEK293, GAL4 fusion, UAS-luciferase; Nuclear hormone receptor DAF-12 (Heterodera glycines), GAL4 fusion; HEK293 GAL4-hgDAF12 UAS-luciferase reporter, agonist luminescence; normalized to butyrate control; activation, % at 6.8 µM; 370,000 tested, 1.8% active; AID 687014, 2013;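 active = activation above a cutoff set at the mean of all screened compounds plus 3 SD, cut at about 10% in these data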;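 also: 0% = DMSO wells and 100% = sodium butyrate wells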
FXN GAA850 act = FXN promoter activators, primary screen, cell-based, luciferase luminescence, HEK293 lucGAA850. HEK293 lucGAA850 FXN promoter luciferase reporter, 24 h; percent of 10 µM SAHA response. activation, % at 6 µM. 360,000 tested, 0.56% active;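 active = activation above the average of all compounds screened plus 3 SD, cutoff fixed separately per campaign, cut at about 7.5% in these data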;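 also: 0% = DMSO wells and 100% = 10 µM SAHA wells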
ssDAF12 agonist = S. stercoralis DAF-12 nuclear receptor activators, primary screen, cell-based, luminescence, HEK293, GRIP1 co-expression, lit1-tk-luc; HEK293 ssDAF-12/GRIP1 lit1-tk-luc reporter; % of 3 µM dafachronic acid response; activation, % at 6.8 µM; 370,000 tested, 1% active;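 active = activation above the mean over all tested compounds plus 3 SD, cut at about 0.9% in these data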;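 also: 0% = DMSO-only wells and 100% = 3 µM delta7-dafachronic acid wells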
PG9 Ab binder = binders of HIV-1 gp120 antibody PG9, primary screen, biochemical, TR-FRET. HIV-1 gp120 / PG9 antibody interaction. TR-FRET gp120-PG9 antibody binding. inhibition, % at 6.7 µM. 360,000 tested, 0.43% active. AID 624416, 2012; in the data active = inhibition above about 8.5%
SMARCA2 act = SMARCA2 (BRM) function activators, primary screen, cell-based, luminescence, high throughput; activation, % at 9.1 µM; 370,000 tested, 1% active; MG213 cells, MMTV-luciferase reporter, dexamethasone, overnight; in the data active = activation above about 7.8%;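 also: 0% = vehicle wells and 100% = reference activator wells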
GC-A act = GC-A stimulated cGMP production enhancers – HEK293 GC-A cells, cGMP TR-FRET, EC30 ANP, primary screen; Atrial natriuretic peptide receptor 1 (Homo sapiens), P16066; 0% at EC30 ANP, 100% saturating ANP; activation, % at 10 µM; 370,000 tested, 0.14% active; in the data active = activation above about 40%
ADAM10 inh = human ADAM10 inhibitors, primary screen, biochemical, QFRET, HTS; Disintegrin and metalloproteinase domain-containing protein 10 (Homo sapiens), O14672; inhibition, % at 7 µM; 370,000 tested, 0.62% active; recombinant ADAM10, EDANS/DABCYL FRET peptide cleavage, 3 h;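 active = inhibition above a per-campaign cutoff equal to the mean of compounds falling between control-based bounds plus 3 SD, cut at about 20% in these data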;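 also: 0% = DMSO wells while the 100% control is not disclosed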
Target sequence (O14672 214-748 limits assumed): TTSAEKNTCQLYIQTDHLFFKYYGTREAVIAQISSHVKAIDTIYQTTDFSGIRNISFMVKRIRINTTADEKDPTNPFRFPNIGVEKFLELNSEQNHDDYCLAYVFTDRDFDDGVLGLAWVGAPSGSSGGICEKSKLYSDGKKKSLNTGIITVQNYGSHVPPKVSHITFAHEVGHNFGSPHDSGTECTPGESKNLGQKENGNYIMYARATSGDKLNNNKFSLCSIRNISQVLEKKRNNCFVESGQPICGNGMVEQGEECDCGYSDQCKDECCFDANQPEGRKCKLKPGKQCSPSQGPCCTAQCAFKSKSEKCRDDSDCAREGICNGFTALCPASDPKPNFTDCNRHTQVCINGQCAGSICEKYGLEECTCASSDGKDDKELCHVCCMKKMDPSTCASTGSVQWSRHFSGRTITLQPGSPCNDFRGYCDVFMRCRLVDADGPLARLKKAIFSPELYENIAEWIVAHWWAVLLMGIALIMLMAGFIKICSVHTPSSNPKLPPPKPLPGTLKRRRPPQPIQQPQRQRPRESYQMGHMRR
DAX1 inh-1 = DAX1 (NR0B1) inhibitors on StAR promoter, primary screen, cell-based, luminescence, SF-1 (NR5A1), full-length DAX-1 | 370,000 tested, 1.1% active | AID 652010, 2013 | HEK293T StAR-luciferase reporter, SF-1/DAX-1 repression relief | inhibition, % at 6.8 µM;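 active = inhibition above the mean over all tested compounds plus 3 SD, cut at about 3.6% in these data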;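 also: 0% = DAX-1 cells with DMSO and 100% = cells lacking DAX-1 with DMSO; higher inhibition means more luminescence from relief of DAX-1 repression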
ADAM17 inh = ADAM17 inhibitors, primary screen, biochemical, QFRET. Disintegrin and metalloproteinase domain-containing protein 17 (Homo sapiens), P78536. recombinant ADAM17, EDANS/DABCYL FRET peptide cleavage. inhibition, % at 6.95 µM. 370,000 tested, 0.83% active. AID 720648, 2013;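 active = inhibition above the mean of compounds lying between control limits plus 3 SD, set per campaign, cut at about 8.5% in these data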;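 also: 0% = DMSO-only wells as the low control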
hcDAF12 agonist = H. contortus DAF-12 nuclear receptor activators, primary screen, cell-based, luminescence, HEK293, lit1-tk-luc reporter | 370,000 tested, 1.4% active | activation, % at 6.8 µM | HEK293 hcDAF-12 lit1-tk-luc reporter; 0% DMSO, 100% Δ7-dafachronic acid;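 active = activation above the mean of all tested compounds plus 3 SD, cut at about 5.5% in these data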;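 also: 100% = response to 3 µM Δ7-dafachronic acid high control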
DAX1 inh-2 = DAX1 (NR0B1) inhibitors, primary screen, cell-based, HEK293, Gal4-DAX1, luciferase luminescence. Nuclear receptor subfamily 0 group B member 1 (Homo sapiens), P51843. HEK293 Gal4-DAX1 luciferase reporter. inhibition, % at 6.75 µM. 340,000 tested, 0.99% active. AID 504766, 2011;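 active = inhibition above the mean over all tested compounds plus 3 SD, cut at about 4.2% in these data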;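 also: 0% = DAX1-transfected cells with DMSO and 100% = empty-vector control cells with DMSO; inhibition shows as a rise in luminescence from relieved DAX1 repression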
Target sequence (P51843 207-470 limits assumed): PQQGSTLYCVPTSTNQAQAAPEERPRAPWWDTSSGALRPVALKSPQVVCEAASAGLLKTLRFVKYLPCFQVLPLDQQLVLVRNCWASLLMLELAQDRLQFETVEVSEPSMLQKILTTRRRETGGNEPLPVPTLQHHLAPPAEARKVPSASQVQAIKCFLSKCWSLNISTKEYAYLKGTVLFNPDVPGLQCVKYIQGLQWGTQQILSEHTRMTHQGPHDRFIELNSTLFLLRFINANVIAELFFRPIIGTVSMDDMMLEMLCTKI
* = called active by the depositor; x = not tested or not shown; & = joins results of further samples.

SMILES | hgDAF12 agonist | FXN GAA850 act | ssDAF12 agonist | PG9 Ab binder | SMARCA2 act | GC-A act | ADAM10 inh | DAX1 inh-1 | ADAM17 inh | hcDAF12 agonist | DAX1 inh-2
NS(=O)(=O)c1ccc(CNC(=O)CCS(=O)(=O)Cc2ccccc2)cc1 | -0.1 | -0.7 | 0.0 | -1.6 | -3 | -2 | -20 | 0.4 | -1 | 0.7 | -0.1
COc1ccc(Cc2nnc(NC(=O)Nc3ccc(F)cc3)s2)cc1 | 0.0 | 0.8 | -1.8 | 0.1 | -2 | -3 | -1 | 0.2 | -3 | 0.4 | -1.5
CCNC(=S)NC1CC2CCCC(C1)N2Cc1ccc(C)cc1 (configuration not stated) | 0.6 | -1.7 | -1.5 | -0.8 | 0 | 2 | 2 | -0.2 | -1 | -0.2 | -0.4
CCCCn1c(N)c(N(CC(C)C)C(=O)C2CCN(c3ncnc4sc(C)c(C)c34)CC2)c(=O)[nH]c1=O | 2.8 | -3.4 | -1.3 | -0.2 | 0 | -10 | -5 | 0.1 | -1 | -1.3 | -1.3
CN(C)/C(=N\S(=O)(=O)c1ccccc1)c1ccc(F)cc1 | -0.1 | 0.0 | -1.2 | -2.5 | -1 | -1 | -3 | 0.2 | 1 | 0.0 | 0.9
CCOc1cc(/C=C2/NC(=O)N(CC(=O)Nc3cccc(C)c3)C2=O)ccc1O | -4.2 | -0.9 | -0.3 | -2.0 | -7 | -1 | -23 | -0.5 | -7 | -0.3 | 2.0
CCC(C)Sc1cccc(-c2nc3cc(C)ccn3c2NCc2ccccc2)c1 (configuration not stated) | 5.9&2.7 | 1.5 | -0.6&-0.4 | 3.2&1.2 | 3&-4 | 0&9 | -337 | -0.7&0.2 | -116&-78 | -1.2&-0.5 | 1.4
OCCN(CC#CC(O)(c1ccccc1)c1cccc(F)c1)CCO (configuration not stated) | -0.3 | -1.5 | -1.1 | -2.3 | -1 | -2 | -3 | -0.6 | -1 | -1.8 | 2.1
C=CCNC(=O)C1CC1(c1ccccc1)c1ccccc1 (configuration not stated) | -1.9 | -2.5 | -1.0 | -2.2 | 7 | -10 | 5 | 0.0 | 2 | -0.2 | -0.9
CC(C)n1c(SCC(=O)Nc2ccc(N3CCOCC3)cc2)nnc1-c1ccco1 | 3.0 | -2.1 | -0.9 | -1.9 | -2 | -5 | -4 | -0.8 | -3 | 0.1 | 0.7
O=C(O)CN=C1CC(c2ccccc2)CC(=O)/C1=C(/O)CCCN1C(=O)c2ccccc2C1=O (configuration not stated) | 2.7 | 1.6 | -0.6 | -2.2 | -3 | 3 | -6 | -0.1 | -5 | -0.2 | x
CC(C)CCNC(=O)Cc1csc(-c2ccccc2)n1 | 2.1 | 1.2 | -1.3 | -1.6 | -5 | 1 | -1 | 0.7 | -8 | 0.9 | 0.5
COC(=O)[C@]12CCCCC=C1N(Cc1ccc3c(c1)OCO3)C(=O)[C@H](CC(=O)NCC13CC4CC(CC(C4)C1)C3)C2 | -2.3 | x | -1.3 | -1.7 | -5 | -1 | 12 | 0.6 | 5 | 0.1 | x
O=C(Nc1ccc(F)cc1)c1ccc(-n2cncn2)c([N+](=O)[O-])c1 | -6.0 | 2.3 | -0.8 | -1.9 | -2 | -1 | -2 | -0.1 | 0 | -1.5 | 0.1
O=C(NCc1ccco1)c1cc2sccc2n1Cc1ccccc1 | 1.2 | 2.0 | -2.1 | 0.8 | 0 | -9 | 12 | -1.1 | 0 | -2.0 | 0.4
CCOC(=O)c1nnc(-c2ccccc2)nc1N1CCSCC1 | 1.0 | 0.3 | -1.6 | -1.6 | 2 | 3 | -2 | -0.3 | 1 | -1.5 | -0.5
Cc1ccc(CCNC(=O)C2CCCN(S(=O)(=O)c3cccs3)C2)cc1 (configuration not stated) | -0.8 | 1.5 | -1.0 | -2.0 | -3 | 0 | 2 | 0.4 | -1 | 2.0 | -0.4
O=C(NCc1ccccc1)c1ccc(OCC2CCCO2)cc1 (configuration not stated) | 0.9 | 1.7 | -0.9 | 0.6 | 1 | 2 | -1 | 0.2 | 2 | 1.8 | -0.3
Cc1ccc(NC(=O)c2ccc(S(=O)(=O)NCC3CCCO3)cc2)cc1 (configuration not stated) | 2.5 | 0.3 | 0.3 | -2.0 | -4 | -3 | 15 | -0.3 | 8 | 2.2 | 0.9
COc1cc(CNCCc2ccccc2)ccc1OCc1ccc(Cl)nc1 | 0.2 | 0.1 | -1.0 | -0.8 | 0 | -2 | -2 | 0.3 | -5 | 0.5 | -0.7
COc1cccc(CN(C)C(=O)CC2C(=O)NCCN2C2Cc3ccccc3C2)c1 (configuration not stated) | -2.5 | 1.5 | -0.8 | -1.7 | -4 | -5 | -8 | -1.6 | -3 | -0.2 | -0.8
CCN(CC(=O)NCCC1=CCCCC1)S(=O)(=O)c1ccccc1 | 5.4 | 3.2 | -0.9 | -2.0 | -4 | 0 | 0 | 0.0 | -2 | -1.4 | -0.7
Cc1ccc(CN2CCN(Cc3nc4c(s3)CCCC4)CC2CCO)cc1 (configuration not stated) | -3.1 | 2.3 | -0.9 | -0.2 | -2 | 2 | -5 | -0.6 | 0 | -0.7 | -0.7
C=CCNC(=O)COC(=O)c1ccc(C)c(NC(=O)c2ccco2)c1 | 2.1 | 1.7 | -1.4 | 1.4 | -1 | 3 | 4 | 0.5 | 2 | -0.8 | 0.3
COc1ccc(C(=O)N/N=C(\C)c2ccccn2)cc1OC | -2.8 | -0.6 | 0.0 | -0.1 | 1 | 6 | -8 | -1.1 | -1 | -0.4 | 0.5

Following part.
SMILES | hgDAF12 agonist | FXN GAA850 act | ssDAF12 agonist | PG9 Ab binder | SMARCA2 act | GC-A act | ADAM10 inh | DAX1 inh-1 | ADAM17 inh | hcDAF12 agonist | DAX1 inh-2
C/C(=N\NC(=O)C1CC1)c1ccc(OC(F)F)cc1OC(F)F | 0.0 | 1.6 | -1.2 | -1.7 | -2 | 0 | -2 | -0.1 | 1 | -2.1 | -1.0
CCOc1cccc2cc(C(=O)Nc3cc(C)on3)c(=O)oc12 | 0.7 | 0.3 | -1.8 | 15* | -1 | 11 | -6 | -0.5 | -6 | -1.1 | -0.6
CN(C)S(=O)(=O)Oc1ccsc1C(=O)Nc1cccc(Cl)c1Cl | -1.6 | 0.4 | -0.7 | -2.0 | -3 | 10 | 12 | -0.1 | 2 | -0.5 | -1.9
COc1ccccc1NC(=O)/C(C#N)=C/c1cccn1C | 4.8 | -0.9 | 0.4 | -0.6 | 0 | -12 | -10 | 0.2 | 0 | 3.7 | 2.3
O=C(NNc1cc(N2CCCC2)nc(N2CCCC2)n1)c1ccc([N+](=O)[O-])cc1 | 1.2 | 0.9 | -2.1 | -1.7 | 1 | -8 | 0 | -0.3 | 0 | -1.4 | -0.5
O=S(=O)(CS(=O)(=O)c1ccc(Cl)cc1)c1ccc(Cl)cc1 | -0.1 | -1.4 | -0.8 | -0.5 | -1 | -1 | -3 | 0.6 | -2 | 1.0 | 3.6
COc1ccc(-c2nnc3ccc(SCC(=O)NCc4ccco4)nn23)cc1OC | -2.6 | 0.0 | -1.3 | -1.7 | -1 | -2 | 0 | -0.2 | -3 | -0.6 | -0.1
Cc1ccc(-c2nc(C=Nc3ccc(O)cc3)c(O)o2)cc1 | -6.3 | 4.2 | -1.7 | -2.7 | -2 | 12 | -3 | -1.3 | 0 | -2.0 | -1.7
O=C(NCCCN1CCN(CCCNC(=O)c2ccc(F)cc2)CC1)c1ccc(F)cc1 | -4.5 | 0.1 | -1.0 | 0.5 | 0 | 0 | 6 | -0.1 | -3 | -2.5 | -0.1
O=C(CN1CCc2ccccc2C1)Nc1ccccc1C(=O)NC1CC1 | -1.5 | -0.1 | -1.1 | -0.8 | -3 | -1 | -7 | 0.7 | -2 | -0.7 | 0.9
O=C(O)c1ccc(N=Nc2c(-c3ccccc3)[nH]oc2=O)cc1 | 1.3 | 3.6 | -0.9 | -2.0 | 1 | 2 | 4 | -0.2 | -1 | -1.1 | -0.8
COc1nc(OCCNC(C)=O)nc(N(C)C)n1 | -1.2 | -0.8 | -1.7 | -0.8 | 3 | 1 | 8 | 0.1 | -1 | -1.3 | 0.6
O=S(=O)(CC=CCS(=O)(=O)c1ccccc1)c1ccccc1 | -0.5 | -1.9 | -1.1 | 0.9 | 1 | -2 | -7 | -0.1 | -5 | -1.0 | 0.0
Cc1cc2c3nonc3ccc2n1C | -0.6 | 0.5 | -1.2 | -3.1 | 1 | 0 | -2 | 0.9 | -4 | -2.5 | 0.8
COc1ccc(CCNC2CC(=O)N(N(C)C)C2=O)cc1OC (configuration not stated) | -2.7 | 1.4 | -0.6 | -1.5 | -1 | 3 | -4 | 0.1 | -4 | -0.9 | 2.2
Cc1ccccc1NC(=S)N(Cc1cccnc1)Cc1ccccc1Cl | 0.2 | -0.7 | -1.8 | -0.4 | -5 | -7 | -8 | -0.3 | -4 | 0.2 | 0.7

Part of the list above in order of molar mass, lowest first:
SMILES | hgDAF12 agonist | FXN GAA850 act | ssDAF12 agonist | PG9 Ab binder | SMARCA2 act | GC-A act | ADAM10 inh | DAX1 inh-1 | ADAM17 inh | hcDAF12 agonist | DAX1 inh-2
COc1nc(OCCNC(C)=O)nc(N(C)C)n1 | -1.2 | -0.8 | -1.7 | -0.8 | 3 | 1 | 8 | 0.1 | -1 | -1.3 | 0.6
COc1ccccc1NC(=O)/C(C#N)=C/c1cccn1C | 4.8 | -0.9 | 0.4 | -0.6 | 0 | -12 | -10 | 0.2 | 0 | 3.7 | 2.3
Cc1ccc(-c2nc(C=Nc3ccc(O)cc3)c(O)o2)cc1 | -6.3 | 4.2 | -1.7 | -2.7 | -2 | 12 | -3 | -1.3 | 0 | -2.0 | -1.7
CCOc1cccc2cc(C(=O)Nc3cc(C)on3)c(=O)oc12 | 0.7 | 0.3 | -1.8 | 15* | -1 | 11 | -6 | -0.5 | -6 | -1.1 | -0.6
C/C(=N\NC(=O)C1CC1)c1ccc(OC(F)F)cc1OC(F)F | 0.0 | 1.6 | -1.2 | -1.7 | -2 | 0 | -2 | -0.1 | 1 | -2.1 | -1.0
Cc1ccccc1NC(=S)N(Cc1cccnc1)Cc1ccccc1Cl | 0.2 | -0.7 | -1.8 | -0.4 | -5 | -7 | -8 | -0.3 | -4 | 0.2 | 0.7
